Screening results (PubChem BioAssay)
pAkt inh = Akt phosphorylation inhibition; Neuro2A IGF-stimulated pAkt S473 HTRF, 20 min; hits give low values; activity change, % for hits at 50 µM; 360,000 tested, 0.32% active; AID 651550; in the data active = activity change below about -80%; inconclusive = mostly about -51% to -80%
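Single-point screen (50 µM final compound) in Neuro2A cells stimulated 20 min with 6 nM IGF at 37 deg C. After lysis, Ser473-phosphorylated Akt read by HTRF (ex 330 nm, em 615/665 nm) as the 665/615 ratio.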
MmCpn inh = blocks the Methanococcus maripaludis chaperonin Mm-Cpn. AID 504842. 330,000 tested, 0.031% active. Potency, µM (doses to about 76.9 µM), inactives show at the top dose activity, negative = inhibition, most hits filed as inhibitors. purified Mm-Cpn ATPase, ADP Transcreener TR-FRET; active = well fitted inhibition curve with a large enough effect; inconclusive = small, poorly fitted or top-dose-only effect; also: potency is read from the fitted curve at half-maximal effect; nearly all actives have a fitted effect of over 80% in size
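25 nM Mm-CPN + cpd, 10 min 37°C; + 10 uM ATP, 30 min 37°C; buffer 30 mM Tris pH 7.4, 100 mM KCl, 5 mM MgCl2, 1 mM DTT; Transcreener ADP HTRF detection 30 min RT.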
* marks the source's active call; other numbers are inactive results; i = inactive; ? = inconclusive; / = no result given. % is scaled to controls: 0 for no effect and ±100 for the full control effect. This is a subset. The share of hits here may be higher or lower than overall.

SMILES | pAkt inh | MmCpn inh
COc1ccc2c3c(c(=O)oc2c1)C1O[C@](c2ccsc2)(Cc2ccccc21)O3 | / | ?
CCN(CC)CCN1C(=O)C(=O)/C(=C(/O)c2cnn(-c3ccccc3)c2C)C1c1cccs1 (stereo not given) | / | -1%
Cc1ccc2c(c1)sc1ncc(NC(=O)c3ccc(F)cc3)c(=O)n12 | / | 0%
CCN1CCN(C2CC(=O)NC2=O)CC1 (stereo not given) | / | -3%
COc1ccc(CC(NC(C)=O)C(=O)NC2CCN(c3c(Cc4ccccc4)c(C)nc4ncnn34)CC2)cc1OC (stereo not given) | / | 0%
Cc1cccc(C(=O)Nc2ccc(C)c(OC(=O)c3cccc(C)c3)c2)c1 | / | -6%
Cc1nn(-c2ccccn2)c2c1C(c1ccccn1)C1=C(CCCC1=O)N2 (stereo not given) | / | 1%
Cc1ccc2occ(CN3CCN(Cc4ccccc4)CC3)c(=O)c2c1 | / | -1%
CCCCN1C(=O)/C(=C/C=C2\N(C)c3ccccc3C2(C)C)SC1=S | / | -1%
NC(=O)C1CCN(c2nc(-c3ccc(C(F)(F)F)cc3)cs2)CC1 | / | -21%
O=C1[C@H]2[C@H]3[C@H](O)[C@H](O)C/C(=N\OC[C@@H](O)COCc4ccco4)[C@@H]3CC[C@H]2C(=O)N1c1ccc(F)cc1F | / | 0%
O=[N+]([O-])c1cc(C=Nc2cccc3c(O)cccc23)ccc1Cl | / | -2%
O=C(OC[C@H]1O[C@@H](OC(=O)c2cc(O)c(O)c(OC(=O)c3cc(O)c(O)c(O)c3)c2)[C@H](OC(=O)c2cc(O)c(O)c(OC(=O)c3cc(O)c(O)c(O)c3)c2)[C@@H](OC(=O)c2cc(O)c(O)c(OC(=O)c3cc(O)c(O)c(O)c3)c2)[C@@H]1OC(=O)c1cc(O)c(O)c(OC(=O)c2cc(O)c(O)c(O)c2)c1)c1cc(O)c(O)c(OC(=O)c2cc(O)c(O)c(O)c2)c1 | / | ?
CC(=O)Nc1nc2c(c3c1c(=O)oc1ccccc13)CCCCC2 | / | 1%
CC(C)[C@H](NC(=O)OC(C)(C)C)c1cc(C(=O)N(C)CCN(C)C)c(N)s1 | i | /
CCCCNC(=O)c1[nH]c(C2CCNCC2)nc1-c1cccc(C(F)(F)F)c1 | i | /
COc1ccc(CN2C(=O)CSCC2(C)C(=O)Nc2c(C)cccc2C)cc1 (stereo not given) | i | /
COC(=O)[C@]12CCCCC=C1N(Cc1ccc3c(c1)OCO3)C(=O)[C@H](CC(=O)N1CCN(C(=O)c3ccco3)CC1)C2 | i | /
COCc1cn(CC(C)n2c(=O)c3ccccc3n2Cc2cc(C(C)C)no2)nn1 (stereo not given) | i | /
COc1ccccc1-c1cn(CC[C@@H]2CC[C@H](NC(=O)C3CCC3)[C@@H](CO)O2)nn1 | i | /
CC(C)NC(=O)C1(C)CN(S(C)(=O)=O)CC(=O)N1C1CC1 (stereo not given) | i | /
O=C(Nc1ccc(F)cc1)C(CCc1ccccc1)N1CCN(c2cccc(C(F)(F)F)n2)CC1 (stereo not given) | i | /
CN(C)CC(=O)N[C@@H]1CC[C@@H](CC(=O)NCCN2CCCCC2)O[C@@H]1CO | i | /
CN(C)CC(=O)N[C@@H]1C=C[C@@H](CC(=O)NCCN2CCCCC2)O[C@@H]1CO | i | /
CC(C)NC(=O)C1(C)CSCC(=O)N1CC(F)(F)F (stereo not given) | i | /
COC(=O)[C@@]12C[C@@H](CC(=O)NCCCN3CCCC3=O)C(=O)N(Cc3ccco3)C1=CCC(C)(C)C2 | i | /
Cc1cccc(C)c1N1C(=O)c2ccccc2NC(=O)C1C(=O)NCc1ccco1 (stereo not given) | i | /
CCOC(=O)[C@]12CCCC=C1N(CCC1=CCCCC1)C(=O)[C@H](CC(=O)NCc1ccccc1)C2 | i | /
CC(C)NC(=O)C1(C)CSCC(=O)N1Cc1cccs1 (stereo not given) | i | /
COc1ccc(NC(=O)C(c2ccncc2)n2c(=O)c(-c3ccco3)nc3ccccc32)cc1 (stereo not given) | i | /
COc1cccc(C(C(=O)NC2CCCC2)N2CCN(c3cc(C)nc4ccccc34)CC2)c1OC (stereo not given) | i | /
COc1ccc(CN2C(=O)CN(S(C)(=O)=O)CC2(C)C(=O)NC(C)C)cc1OC (stereo not given) | i | /
Cc1cccc(C)c1NC(=O)C1(C)CSCC(=O)N1CC(C)C (stereo not given) | i | /
Cc1cccc(C)c1NC(=O)C(c1ccc(-c2ccccc2)cc1)n1c(=O)c(-c2cc3ccccc3[nH]2)nc2ccccc21 (stereo not given) | i | /
CCCCCNC(=O)C(CCc1ccccc1)n1c(=O)c(-c2ccccc2)nc2ccccc21 (stereo not given) | i | /
COC(=O)[C@]12CCCCC=C1N(CCc1ccc(OC)c(OC)c1)C(=O)[C@H](CC(=O)NCc1ccc(OC)c(OC)c1)C2 | i | /

12 of the compounds above, with values under each structure.
Second line of a record: pAkt inh | MmCpn inh
CC(C)NC(=O)C1(C)CSCC(=O)N1CC(F)(F)F (stereo not given)
→ i | /
COC(=O)[C@@]12C[C@@H](CC(=O)NCCCN3CCCC3=O)C(=O)N(Cc3ccco3)C1=CCC(C)(C)C2
→ i | /
Cc1cccc(C)c1N1C(=O)c2ccccc2NC(=O)C1C(=O)NCc1ccco1 (stereo not given)
→ i | /
CCOC(=O)[C@]12CCCC=C1N(CCC1=CCCCC1)C(=O)[C@H](CC(=O)NCc1ccccc1)C2
→ i | /
CC(C)NC(=O)C1(C)CSCC(=O)N1Cc1cccs1 (stereo not given)
→ i | /
COc1ccc(NC(=O)C(c2ccncc2)n2c(=O)c(-c3ccco3)nc3ccccc32)cc1 (stereo not given)
→ i | /
COc1cccc(C(C(=O)NC2CCCC2)N2CCN(c3cc(C)nc4ccccc34)CC2)c1OC (stereo not given)
→ i | /
COc1ccc(CN2C(=O)CN(S(C)(=O)=O)CC2(C)C(=O)NC(C)C)cc1OC (stereo not given)
→ i | /
Cc1cccc(C)c1NC(=O)C1(C)CSCC(=O)N1CC(C)C (stereo not given)
→ i | /
Cc1cccc(C)c1NC(=O)C(c1ccc(-c2ccccc2)cc1)n1c(=O)c(-c2cc3ccccc3[nH]2)nc2ccccc21 (stereo not given)
→ i | /
CCCCCNC(=O)C(CCc1ccccc1)n1c(=O)c(-c2ccccc2)nc2ccccc21 (stereo not given)
→ i | /
COC(=O)[C@]12CCCCC=C1N(CCc1ccc(OC)c(OC)c1)C(=O)[C@H](CC(=O)NCc1ccc(OC)c(OC)c1)C2
→ i | /

Remaining list, next part.
SMILES | pAkt inh | MmCpn inh
CCCCNC(=O)c1nc(C2CCN(S(=O)(=O)c3ccc(Cl)cc3)CC2)oc1-c1ccccc1 | i | /
O=C(NC1CCCC1)C1C(c2ccc(C(F)(F)F)cc2)=Nc2ccccc2N1C(=O)c1cccc(C(F)(F)F)c1 (stereo not given) | i | /
COC(=O)C(C(=O)OC)C1CCCCC1NS(=O)(=O)c1ccc(C)cc1 (stereo not given) | i | /
O=C(NCC[C@H]1CC[C@@H](NC(=O)C2CCOCC2)[C@@H](CO)O1)Nc1ccc(Cl)cc1 | i | /
CCOC(=O)C1=CCC(c2ccccc2)N(S(=O)(=O)c2ccc(C)cc2)[C@H]1CC (stereo not given in full) | i | /
Cc1ccc(S(=O)(=O)N2CC3C(=O)C[C@@H](c4ccccc4)N(S(=O)(=O)c4ccc(CCCOCCOCCNC(=O)OC(C)(C)C)cc4)C3CC2c2ccccc2)cc1 (stereo not given in full) | i | /
COC(=O)C[C@H]1CC[C@H](NC(=O)Nc2ccccc2F)[C@@H](CO)O1 | i | /
CCOC(=O)C[C@@H]1OC2CCCCC2N1S(=O)(=O)c1ccc(C)cc1 (stereo not given in full) | i | /
COC(=O)[C@@]12C[C@@H](CC(=O)N3CCN(C(=O)c4ccco4)CC3)C(=O)N(Cc3ccco3)C1=CCC(C)(C)C2 | i | /
COc1ccc(N2CCN(C(=O)C(=O)c3ccc(F)cc3)CC2)cc1 | i | /
COc1ccc(NC(=O)C(c2ccnc3ccccc23)n2c(=O)c(-c3ccco3)nc3ccccc32)cc1 (stereo not given) | i | /
CCOC(=O)[C@]12CCCC=C1N(CCC1=CCCCC1)C(=O)[C@H](CC(=O)NCCCCc1ccccc1)C2 | i | /
O=c1c(-c2ccccc2)nc2ccccc2n1C(c1ccccc1)c1nc2ccccc2[nH]1 (stereo not given) | i | /
CCCCCCCCN1C(=O)[C@H](CC(=O)NCc2ccc(C)o2)C[C@@]2(C(=O)OC)CC(C)(C)CC=C12 | i | /
CCOC(=O)N1CCN(C(C(=O)NC2CCCC2)C(C)C)CC1 (stereo not given) | i | /
COc1cccc(C(C(=O)NCc2ccccc2)N2CCN(CCN3CCOCC3)CC2)c1OC (stereo not given) | i | /
CCC(C)CN1C(=O)CSCC1(C)C(=O)NC(C)C (stereo not given) | i | /
Cc1ccc(S(=O)(=O)Nc2ccccc2OC(C(=O)OC(C)(C)C)C(=O)OC(C)(C)C)cc1 | i | /
COCCNC(=O)C1C(=O)Nc2ccccc2C(=O)N1Cc1ccccc1 (stereo not given) | i | /
O=C(Nc1c(-c2ccccc2)[nH][nH]c1=O)c1ccc(-c2ccccc2)cc1 | i | /
COC(=O)C[C@@H]1CC[C@@H](NC(=O)C2CCC2)[C@@H](CO)O1 | i | /
COc1ccc(C2=Nc3ccccc3N(C(=O)c3ccc4c(c3)OCO4)C2C(=O)Nc2c(C)cccc2C)cc1 (stereo not given) | i | /
CCCCCNC(=O)C(c1ccc(OC)cc1)n1c(=O)c(-c2ccco2)nc2ccccc21 (stereo not given) | i | /
COC(=O)C1=CN(c2ccc(C(C)(C)C)cc2)C(N)=C(C#N)C1c1ccccc1F (stereo not given) | i | /
CO[C@H]1CN(C)C(=O)c2cc(NC(=O)c3ccccc3)ccc2OC[C@H](C)NC[C@@H]1C | i | /
CCOC(=O)[C@]12CCCC=C1N(CCC1=CCCCC1)C(=O)[C@H](CC(=O)NCc1cccc3ccccc13)C2 | i | /
Cc1cccc(C)c1NC(=O)C(c1ccccc1)n1c(-c2ccccc2)nc2ccccc21 (stereo not given) | i | /
C=CCOC(=O)Nc1nc(CCNC(=O)OCc2ccccc2)c(C(=O)OC)s1 | i | /
Cc1cnc(-c2nc3ccccc3n2C(C(=O)NC(C)(C)C)c2cc3ccccc3o2)cn1 (stereo not given) | i | /
CC(=O)C[C@@H]1OC[C@H](Cc2ccccc2)N1S(=O)(=O)c1ccc(C)cc1 | i | /
CC(C)NC(=O)C1(C)CSCC(=O)N1CCOc1ccccc1 (stereo not given) | i | /
O=C(NCc1ccccc1)C(c1ccccc1)n1c(-c2ccncc2)nc2ccccc21 (stereo not given) | i | /
COc1ccc(CCNC(=O)c2cc([C@@H](NC(=O)OC(C)(C)C)C(C)C)sc2N)cc1OC | i | /
CC(C)NC(=O)C1(C)CSCC(=O)N1Cc1cccc(C(F)(F)F)c1 (stereo not given) | i | /
COC(=O)[C@@]12C[C@@H](CC(=O)NCCCCc3ccccc3)C(=O)N(Cc3ccco3)C1=CCC(C)(C)C2 | i | /
CCC(C(=O)NC1CCCC1)n1c(-c2cc3ccccc3[nH]2)nc2ccccc21 (stereo not given) | i | /
O=c1c(-c2ccccc2)nc2ccccc2n1C(c1ccccn1)c1nc2ccccc2[nH]1 (stereo not given) | i | /
COC(=O)C[C@H]1CC[C@@H](NC(=O)C2CC2)[C@@H](CO)O1 | i | /
COCc1cn(CC[C@@H]2CC[C@@H](NC(=O)Nc3ccc4c(c3)OCO4)[C@@H](CO)O2)nn1 | i | /
C=CCNC(=O)c1ccsc1N | i | /
CCc1ccc(C2CC3C(CN2S(=O)(=O)c2ccc(C)cc2)C(=O)CC(c2ccc(CC)cc2)N3S(=O)(=O)c2ccc(C)cc2)cc1 (stereo not given) | i | /
O=c1c(-c2cccnc2)nc2ccccc2n1C(CCc1ccccc1)c1nc2ccccc2[nH]1 (stereo not given) | i | /
N#Cc1ccc(C(C(=O)NCc2ccccc2)n2c(=O)c(-c3ccco3)nc3ccccc32)cc1 (stereo not given) | i | /
COC(=O)[C@]12CCCCC=C1N(CCc1ccc(OC)c(OC)c1)C(=O)[C@H](CC(=O)N1CCC(c3ccccc3)CC1)C2 | i | /
COC(=O)C1=CN(c2ccc(N3CCOCC3)cc2)C(N)=C(C#N)C1c1ccc(-c2ccccc2)cc1 (stereo not given) | i | /
CCOC1=C2CN(S(=O)(=O)c3ccc(C)cc3)C(c3ccc(C)cc3)CC2N(S(=O)(=O)c2ccc(C)cc2)C(c2ccccc2)C1 (stereo not given) | i | /
CC(C)(C)OC(=O)Nc1ccccc1-n1nnnc1C(C(=O)c1ccc(F)cc1)N1CCOCC1 (stereo not given) | i | /
O=C(C(=O)N1CCN(c2ccccc2)CC1)c1ccncc1 | i | /
CC(C(=O)NCc1ccccc1)n1c(Cc2cc(F)cc(F)c2)nc2ccccc21 (stereo not given) | i | /
O=[N+]([O-])c1ccc(Cl)c(CN2CCN(c3ncc(Cc4ccccc4)cn3)CC2)c1 | i | /
COc1ccc(CCNC(=O)C(F)(F)F)cc1S(N)(=O)=O | i | /
CC(=O)N[C@@H]1C=C[C@@H](CC(=O)NCc2ccc(Cl)cc2)O[C@@H]1CO | i | /
